Assay outcomes deposited in PubChem BioAssay by National Center for Advancing Translational Sciences (NCATS).
PGK inhibitor: blocks T. brucei phosphoglycerate kinase. P07378. PGK/GAPDH coupled, Kinase-Glo luminescence, 60 min. Potency, µM (series often up to 57.5 µM), inactives show top-dose activity change, negative = inhibition, most hits filed as inhibitors. 380,000 tested, 0.043% active; also: % is scaled to controls: 0 for no effect and ±100 for the full control effect; nearly all actives have a fitted effect of over 60% in size
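Luminescent ATP detection (Kinase-Glo Plus) follows a 60-minute room-temperature incubation, with wells lacking PGK as controls. Buffer: 100 mM TEA (pH 7.6), 5 mM MgCl2, 0.01% Tween-20. Coupling enzyme GAPDH (100 nM final) supplies unstable 1,3-BPG in-well.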
HP1b chromo inh: blocks HP1-beta chromodomain binding to methylated histone tails; AlphaScreen HP1-beta / biotin-H3K9me3 peptide binding; Potency, µM (series often up to 114 µM), inactives show at the highest dose activity change, negative = inhibition, most hits filed as inhibitors; 390,000 tested, 0.56% active; also: nearly all actives have a fitted effect of over 70% in size; inactives centre near 23
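Compound inhibition of the preformed complex between 50 nM HP1-beta and 50 nM biotinylated H3K9me3 peptide was read by AlphaScreen. Buffer was PBS pH 7.4 with 0.01% Tween-20. Incubations ran 30 min at room temperature, with 10 ug/mL donor/acceptor beads.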
BLM inh: blocks DNA unwinding by human BLM helicase. P54132. recombinant BLM DNA unwinding, fluorescence dequenching. 350,000 tested, 0.2% active. Potency, µM (series often up to 56.1 µM), for inactives: at the highest dose activity change, negative = inhibition, hits mostly inhibitors;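 also: plate controls were vehicle for no effect and no enzyme for full effect; nearly all actives have a fitted effect of over 35% in size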
Pin1 inh: human Pin1 inhibition; Q13526; 390,000 tested, 0.009% active; AID 504891; Potency, µM (highest dose often 115 µM), without a hit: top-dose activity, negative = inhibition, most hits filed as inhibitors; Pin1 FP peptide displacement, HiFluor488, 10 min; active = well fitted inhibition curve with a large enough effect in the polarisation, with a control signal flat, not every such curve was filed as active; inconclusive = small, poorly fitted or top-dose-only effect, or effect the other way, or a change in a side signal; inactive = no such curve, though single readings can be large or run the other way; the % refers to the polarisation; also: % is scaled to controls: 0 for no effect and ±100 for the full control effect
Target sequence (Q13526 whole entry, looked up): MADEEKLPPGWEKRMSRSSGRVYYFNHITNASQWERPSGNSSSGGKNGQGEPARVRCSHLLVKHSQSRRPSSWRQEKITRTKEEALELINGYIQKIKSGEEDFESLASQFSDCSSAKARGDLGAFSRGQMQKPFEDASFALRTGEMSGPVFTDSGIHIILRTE
POLI inh: DNA polymerase iota (human) inhibition. Pol iota fluorescent replication assay, 10 min. Potency, µM (doses to about 115 µM), inactives show top-dose activity, negative = inhibition, actives largely listed as inhibitors. 390,000 tested, 1% active. AID 588590. Q9UNA4
Target sequence (Q9UNA4 whole entry, looked up): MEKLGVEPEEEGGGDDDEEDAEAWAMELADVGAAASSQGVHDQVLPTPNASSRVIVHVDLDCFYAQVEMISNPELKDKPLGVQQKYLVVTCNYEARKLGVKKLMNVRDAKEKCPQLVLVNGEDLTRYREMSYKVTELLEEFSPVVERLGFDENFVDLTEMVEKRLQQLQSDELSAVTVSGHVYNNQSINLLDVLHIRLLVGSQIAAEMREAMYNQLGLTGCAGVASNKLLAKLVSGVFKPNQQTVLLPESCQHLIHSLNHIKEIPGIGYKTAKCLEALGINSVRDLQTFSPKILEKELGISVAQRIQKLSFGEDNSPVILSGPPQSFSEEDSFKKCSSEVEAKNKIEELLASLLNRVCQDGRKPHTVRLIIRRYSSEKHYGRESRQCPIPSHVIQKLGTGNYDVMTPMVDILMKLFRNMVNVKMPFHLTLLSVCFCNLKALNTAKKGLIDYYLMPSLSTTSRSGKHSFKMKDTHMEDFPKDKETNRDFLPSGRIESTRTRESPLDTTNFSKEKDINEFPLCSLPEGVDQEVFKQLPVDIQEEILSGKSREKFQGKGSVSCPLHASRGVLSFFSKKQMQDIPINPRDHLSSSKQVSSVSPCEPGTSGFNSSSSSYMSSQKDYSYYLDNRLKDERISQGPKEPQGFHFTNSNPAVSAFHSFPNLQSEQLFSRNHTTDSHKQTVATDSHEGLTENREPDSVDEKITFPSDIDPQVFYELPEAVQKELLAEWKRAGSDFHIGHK
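Fluorescent replication assay read twice, at 0 min and 10 min after adding 50 nM (final) substrate. Enzyme (10 nM) and compounds were first incubated 15 min at room temperature; enzyme-free buffer wells were negative controls.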
GLS inhibitor: inhibitors of human glutaminase (GLS) | Potency, µM (doses to about 45.5 µM), for the others: at the highest dose activity change, negative = inhibition, actives largely listed as inhibitors | 410,000 tested, 0.21% active | GLS enzymatic activity, qHTS titration | O94925 | AID 624170; also: % is scaled to controls: 0 for no effect and ±100 for the full control effect
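Human kidney-isoform GLS in 45 mM KH2PO4 pH 8.2, 0.02% Tween-20, with compound, started with 1mM L-Glutamine (added stock). Glutamate oxidase/HRP/Amplex red coupled fluorescence read at start and after 30 min at RT.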
G9a block: G9a (human) methyltransferase inhibition; Q96KQ7; G9a H3K9 monomethylation, AlphaScreen, 2 h; Potency, µM (highest dose often 102 µM), for inactives: at the top dose activity, negative = inhibition, hits mostly inhibitors; 350,000 tested, 8.8% active; also: % is scaled to controls: 0 for no effect and ±100 for the full control effect; nearly all actives have a fitted effect of over 75% in size
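Signal arises when biotinylated H3K9 peptide, once monomethylated, bridges streptavidin donor and antibody-captured acceptor beads. Enzyme at 20 nM was preincubated 15 min with test compounds; peptide 500 nM and SAM 20 uM then reacted for 2 h.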
BAZ2B inh: inhibitors of human BAZ2B bromodomain. AlphaScreen BAZ2B-H3K14Ac peptide displacement. Potency, µM (series often up to 114 µM), without a hit: at the top dose activity change, negative = inhibition, actives largely listed as inhibitors. 360,000 tested, 4.4% active. AID 504333; also: % is scaled to controls: 0 for no effect and ±100 for the full control effect; nearly all actives have a fitted effect of over 60% in size
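AlphaScreen displacement of biotin-H3(5-23)K14Ac peptide (50 nM final) from BAZ2B (50 nM final) in PBS pH 7.4, 0.01% Tween-20; complex preformed 30 min RT, then compounds (top 110 uM) 30 min RT, beads 20 min dark.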
JMJD2A Tudor: JMJD2A Tudor domain (human) inhibition. O75164. Potency, µM (highest dose often 114 µM), without a hit: top-dose activity change, negative = inhibition, usual class: inhibitors. 390,000 tested, 4.4% active. AID 504339. AlphaScreen JMJD2A-Tudor / H3K4me3 peptide binding; also: % is scaled to controls: 0 for no effect and ±100 for the full control effect; nearly all actives have a fitted effect of over 50% in size
Numbers without * were called inactive; [ ] = dose if it differs, or a comment. Unless noted, calls follow the shape of the dose curve; as a rule, active = well fitted curve in the direction sought with a large enough effect; inconclusive = small, poorly fitted or top-dose-only effect, or another doubt; inactive = no such curve, though single readings can be large; an effect the other way counts as inactive or inconclusive. Potency is read from the fitted curve at half-maximal effect.

`CN1CCN(Cc2c(O)ccc3c(-c4ccccc4)cc(=O)oc23)CC1` gave PGK inhibitor -0.4%, HP1b chromo inh 4.9%, BLM inh 2.6%, Pin1 inh 1.0%, POLI inh 6.7%, GLS inhibitor 45.0%[activator], G9a block -6.9%, BAZ2B inh 24.9% and JMJD2A Tudor -25.0%.
Screening Cc1ccc(C(=O)N/N=C\c2ccc(OC(=O)c3cccs3)cc2)cn1 returned PGK inhibitor -0.5%, HP1b chromo inh 38.1%, BLM inh -4.5%, Pin1 inh inconclusive, POLI inh 11.5%, GLS inhibitor 17.1%, G9a block -6.9%, BAZ2B inh 0.0% and JMJD2A Tudor -10.7%.
`O=C(NCc1ccccc1)C1=C[C@@H](c2csc3ccccc23)C[C@@H](OCc2ccc(CO)cc2)O1` gave PGK inhibitor 5.2%, HP1b chromo inh 25.2%, BLM inh -9.3%, Pin1 inh 48.1%[activator], POLI inh -8.2%, GLS inhibitor 2.7%, BAZ2B inh -22.7% and JMJD2A Tudor -25.2%.
Screening Cn1c(SCC(=O)Nc2ccccc2F)nc2c([nH]c3ccccc32)c1=O returned PGK inhibitor 3.9%, HP1b chromo inh 13.9%[57 µM], BLM inh 0.0%, Pin1 inh -1.7%, POLI inh 16.3%, GLS inhibitor 2.0%, G9a block 22.4%[59 µM], BAZ2B inh -6.3% and JMJD2A Tudor -9.4%.
COc1ccc(-c2csc3nc(-c4ccc(F)cc4)oc(=O)c23)cc1 was read as PGK inhibitor -0.1%, HP1b chromo inh 26.7%, BLM inh -1.9%, Pin1 inh -10.1%, POLI inh 31.2%[activator], GLS inhibitor -4.5%, G9a block -1.5%[59 µM], BAZ2B inh -1.1% and JMJD2A Tudor -6.9%.
Nc1c(C(=O)O)nnn1Cc1ccccc1 was read as PGK inhibitor 2.0%, HP1b chromo inh 6.1%, BLM inh -0.5%, Pin1 inh -6.8%, POLI inh 35.4%[activator], GLS inhibitor 15.6%, G9a block inconclusive, BAZ2B inh -30.0% and JMJD2A Tudor -23.1%.
For COc1ccc(C)cc1NC(=O)CSc1nc(=O)[nH]c2c1CCCC2 the results were PGK inhibitor inactive, HP1b chromo inh 89.3%[activator], BLM inh -5.2%, Pin1 inh -7.8%, POLI inh 13.8%, GLS inhibitor 5.0%, G9a block -5.1%[59 µM], BAZ2B inh 15.4% and JMJD2A Tudor -2.6%.
`COc1cccc(C(=O)Nc2nnc(C3CCCO3)s2)c1` (stereo unspecified) gave PGK inhibitor 0.3%, HP1b chromo inh 23.7%, BLM inh -4.9%, Pin1 inh 4.4%, POLI inh 7.9%, GLS inhibitor 10.9%, G9a block -7.6%[59 µM], BAZ2B inh 3.5% and JMJD2A Tudor -4.0%.
Screening O=C(NC1CCN(Cc2ccccc2)CC1)C(NS(=O)(=O)c1cccc2nsnc12)c1ccccc1 (stereo unspecified) returned PGK inhibitor -0.3%, HP1b chromo inh 20.7%, BLM inh -0.3%, Pin1 inh 10.2%, POLI inh 11.7%, GLS inhibitor -1.9%, G9a block inconclusive, BAZ2B inh 15.9% and JMJD2A Tudor -18.8%.
Screening CC(C)COc1ccc(-c2nnc(-c3ccco3)o2)cc1 returned PGK inhibitor 8.0%, HP1b chromo inh 18.6%, BLM inh -13.1%, Pin1 inh 3.4%, POLI inh 3.4%, GLS inhibitor -5.1%, G9a block -9.0%[59 µM], BAZ2B inh 2.3% and JMJD2A Tudor 9.0%.
Cn1c(SCc2nc3ccccc3[nH]2)nnc1-c1cccnc1 was read as PGK inhibitor 3.3%, HP1b chromo inh 33.2%, BLM inh -2.0%, Pin1 inh inconclusive, POLI inh 18.6%, GLS inhibitor -4.9%, G9a block -0.3%[59 µM], BAZ2B inh -22.3% and JMJD2A Tudor -8.1%.
For CCOc1ccc(NC(=O)c2ccc(NC(=S)NC3CCCCC3)cc2)cc1 the results were PGK inhibitor -2.4%, HP1b chromo inh 25.7%, BLM inh -5.4%, Pin1 inh 1.6%, POLI inh -2.7%, GLS inhibitor 5.7%, G9a block -49.5%, BAZ2B inh -12.2% and JMJD2A Tudor -11.0%.
Screening COc1ccc(C)cc1NC(=O)CSc1nc(=O)n(Cc2ccco2)c2c1CCC2 returned PGK inhibitor -4.7%, HP1b chromo inh 10.2%, BLM inh -1.0%, Pin1 inh inconclusive, POLI inh -20.5%, GLS inhibitor 0.9%, G9a block -44.7%[59 µM], BAZ2B inh -36.5% and JMJD2A Tudor -25.3%.
O=C(COc1ccc(Cl)cc1)N/N=C/CCc1ccccc1 was read as HP1b chromo inh 21.9%, BLM inh -2.3%, Pin1 inh -8.7%, POLI inh 32.1%[activator], GLS inhibitor 9.0%, G9a block inconclusive, BAZ2B inh -5.8% and JMJD2A Tudor -16.0%.
For CCC(=O)N1CCCc2cc(S(=O)(=O)Nc3ccc(C)c(C)c3)ccc21 the results were PGK inhibitor inactive, HP1b chromo inh 11.1%, BLM inh -2.0%, Pin1 inh 1.2%, POLI inh -17.5%, GLS inhibitor -9.7%, G9a block -25.7%[59 µM] and JMJD2A Tudor -24.3%.
COc1cccc(-n2c(N)c(C(=O)Nc3c(C)n(C)n(-c4ccccc4)c3=O)c3nc4ccccc4nc32)c1 was read as PGK inhibitor 6.9%, HP1b chromo inh 39.3%[activator], BLM inh 52.4%[activator], Pin1 inh 11.8%, POLI inh 63.6%[activator], GLS inhibitor 0.1%, G9a block -13.0%[12.7 µM], BAZ2B inh -7.3% and JMJD2A Tudor -3.9%.
`Cc1ccccc1CN1CCN(CC(=O)NCc2ccccc2)CC1` gave PGK inhibitor 6.4%, HP1b chromo inh 30.4%, BLM inh -4.3%, Pin1 inh 3.1%, POLI inh 83.1%[activator], GLS inhibitor -0.7%, G9a block 26.7%, BAZ2B inh -13.6% and JMJD2A Tudor -15.9%.
Screening Cc1cccc(-n2ncc3c2CCCC3NC(=O)c2ccc[n+]([O-])c2)c1C (stereo unspecified) returned PGK inhibitor -8.6%, HP1b chromo inh 24.8%, BLM inh -0.5%, Pin1 inh -1.2%, POLI inh 24.2%, GLS inhibitor -4.7%, G9a block 28.5%, BAZ2B inh -12.3%[57.1 µM] and JMJD2A Tudor 5.1%.
Screening CSc1nn(Cc2ccc(F)cc2)c(N(C(C)=O)C(C)=O)c1S(=O)(=O)c1ccccc1 returned PGK inhibitor -0.9%, HP1b chromo inh 26.0%, BLM inh -2.9%, Pin1 inh 3.6%, POLI inh -5.4%, GLS inhibitor 17.4%, G9a block -27.5%[59 µM], BAZ2B inh 1.5% and JMJD2A Tudor -9.6%.
Screening CN1CCN(C(=O)c2ccc(-c3ccccc3)cc2)CC1 returned PGK inhibitor -3.9%, HP1b chromo inh 27.2%, BLM inh -0.3%, Pin1 inh -9.5%, POLI inh 103.3%[activator], GLS inhibitor 2.9%, BAZ2B inh inconclusive and JMJD2A Tudor 9.0%.
For O=C(COc1ccc(Br)cc1)NCCNC(=O)c1ccccn1 the results were PGK inhibitor -2.6%, HP1b chromo inh 24.0%, BLM inh -0.9%, Pin1 inh -8.1%, POLI inh 22.5%, GLS inhibitor -0.6%, G9a block 60.5%[activator], BAZ2B inh -8.1% and JMJD2A Tudor 0.0%.
`Cc1ccc2nc(-c3ccc(NC(=O)CN4CCN(c5ccccn5)CC4)cc3)sc2c1` gave PGK inhibitor -0.2%, HP1b chromo inh 3.1%, BLM inh -6.0%, Pin1 inh 10.9%, POLI inh inconclusive, GLS inhibitor 0.4%, G9a block inconclusive, BAZ2B inh -9.7% and JMJD2A Tudor -22.8%.
CC(=O)Nc1ccc(C(=O)Nc2ccc(S(=O)(=O)N3CCCCC3)cc2)cc1 was read as PGK inhibitor -0.2%, HP1b chromo inh 8.8%, BLM inh -4.6%, Pin1 inh 10.1%, POLI inh 28.2%, GLS inhibitor -7.7%, G9a block 1.2%, BAZ2B inh -16.8% and JMJD2A Tudor -2.7%.
For CC(NCC1(N2CCOCC2)CCCCC1)C(=O)N1CCc2ccccc21 (stereo unspecified) the results were PGK inhibitor -6.4%, HP1b chromo inh inconclusive, BLM inh 2.6%, Pin1 inh -13.4%, POLI inh 17.5%, GLS inhibitor 9.6%, G9a block inconclusive, BAZ2B inh 39.8µM* and JMJD2A Tudor 2.82µM*.
CCC(C)NS(=O)(=O)c1ccc(NC(=O)CCC2CCCCC2)cc1 (stereo unspecified) was read as PGK inhibitor 2.1%, HP1b chromo inh 11.9%, BLM inh -1.9%, Pin1 inh 4.4%, POLI inh 6.4%, GLS inhibitor -2.1%, G9a block 25.2%, BAZ2B inh -3.4%[57.1 µM] and JMJD2A Tudor -2.2%.
For CC(C)(C)c1nc(SCC(=O)Nc2nc3c(s2)CCCC3)c2ccccc2n1 the results were PGK inhibitor -9.8%, HP1b chromo inh 10.9%, BLM inh -1.6%, Pin1 inh -1.5%, POLI inh 5.8%, GLS inhibitor 11.1%, G9a block 55.3%[activator][59 µM], BAZ2B inh -12.2%[57.1 µM] and JMJD2A Tudor -34.3%.
COc1ccc(C(=O)N2CC3(CC(c4cccc(NC(=O)COc5ccc(Cl)cc5)c4)=NO3)C[C@@H]2C(N)=O)cc1 (stereo partly specified) was read as PGK inhibitor inactive, HP1b chromo inh 34.7%, BLM inh -9.0%, Pin1 inh 21.0%, POLI inh 11.3%, GLS inhibitor -6.8%, G9a block 10.7%[12.7 µM], BAZ2B inh -10.4% and JMJD2A Tudor -19.3%.
For CC1=NN2C(=N)/C(=C\c3cc(C)n(Cc4ccccc4)c3C)C(=O)N=C2S1 the results were PGK inhibitor -2.1%, HP1b chromo inh 23.2%, BLM inh -7.2%, Pin1 inh 59.0%[activator], POLI inh -4.0%, GLS inhibitor 7.4%, BAZ2B inh -31.4% and JMJD2A Tudor -31.0%.

The list is partial, so the mix of outcomes need not match the whole.
